From PubChem
3T3 cytotox = cytotoxic compounds in NIH 3T3 cells; NIH 3T3 viability, CellTiter-Glo ATP luminescence, 48-72 h; Potency, µM (highest dose often 96.7 µM), for inactives: top-dose activity change, negative = cytotoxicity, actives largely listed as inhibitors; hit rate 4.3% among 94,000; AID 1345082; note: potency is the fitted concentration of half-maximal effect; nearly all actives have a fitted effect of over 55% in size
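Cells were seeded at 400 per well, treated with pin-transferred compound, and kept 48 or 72 hr at 37 °C before CellTiter-Glo addition and luminescence imaging of cellular ATP.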
GPT2 inhibitor = inhibitors of human GPT2 alanine aminotransferase; Potency, µM (highest dose often 57.7 µM), for the others: at the highest dose activity change, negative = inhibition, most hits filed as inhibitors; Q8TD30; AID 1671188; Recombinant GPT2, coupled pyruvate oxidase/HRP Amplex Red fluorescence; hit rate 0.25% among 100,000; note: potency is the fitted concentration of half-maximal effect; nearly all actives have a fitted effect of over 60% in size; many of its hits are not listed in these tables
Target sequence (Q8TD30 whole entry, looked up): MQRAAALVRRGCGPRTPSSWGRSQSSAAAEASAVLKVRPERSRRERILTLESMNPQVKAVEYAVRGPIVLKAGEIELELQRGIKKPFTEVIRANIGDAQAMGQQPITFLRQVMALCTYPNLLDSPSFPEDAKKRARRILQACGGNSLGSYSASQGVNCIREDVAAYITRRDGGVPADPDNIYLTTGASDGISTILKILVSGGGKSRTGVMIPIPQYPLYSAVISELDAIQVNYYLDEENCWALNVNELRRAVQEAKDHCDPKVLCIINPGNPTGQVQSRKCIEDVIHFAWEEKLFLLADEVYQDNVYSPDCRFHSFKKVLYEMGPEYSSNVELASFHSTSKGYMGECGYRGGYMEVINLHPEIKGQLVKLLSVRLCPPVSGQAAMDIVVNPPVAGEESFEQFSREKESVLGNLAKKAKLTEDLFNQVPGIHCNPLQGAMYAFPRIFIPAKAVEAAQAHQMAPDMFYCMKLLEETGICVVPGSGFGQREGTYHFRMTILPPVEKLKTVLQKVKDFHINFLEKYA
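Fluorescence of coupled pyruvate oxidase/HRP/Amplex Red system (50uM Amplex, 30 min, dark) reports pyruvate formed by GPT2. Enzyme reaction: 10ng/uL GPT2, 2mM L-alanine, 250uM a-KG, 30 min room temperature, pH 7.5; 50uM AOA control.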
IP6K1 inh = blocks human inositol hexakisphosphate kinase 1; Q92551; activity change, % (series mostly up to about 58 µM); IP6K1 kinase, ADP-Glo luminescence, 2 h; active compounds read low; hit rate 0.81% among 140,000; in the data active = activity change below about -25%
Target sequence (Q92551 whole entry, looked up): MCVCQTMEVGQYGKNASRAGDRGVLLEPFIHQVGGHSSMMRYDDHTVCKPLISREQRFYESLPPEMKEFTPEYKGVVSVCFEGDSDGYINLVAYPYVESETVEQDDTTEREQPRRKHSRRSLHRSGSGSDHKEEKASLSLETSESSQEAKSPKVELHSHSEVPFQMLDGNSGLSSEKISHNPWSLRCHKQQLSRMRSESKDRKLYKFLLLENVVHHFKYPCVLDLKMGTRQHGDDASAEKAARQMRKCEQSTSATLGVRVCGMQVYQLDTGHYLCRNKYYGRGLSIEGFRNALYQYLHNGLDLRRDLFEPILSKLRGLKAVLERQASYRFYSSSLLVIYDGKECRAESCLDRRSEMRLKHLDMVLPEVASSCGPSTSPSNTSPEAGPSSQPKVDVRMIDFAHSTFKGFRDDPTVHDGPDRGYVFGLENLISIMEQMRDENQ
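ADP-Glo luminescence measures ADP made by human IP6K1 during a 2 h RT reaction with ATP/IP6 (mix at 1.3 mM/130 uM); top library doses 57.5 and 19.1 uM final.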
HEK293 viab = cell viability loss counter-screen | HEK-293-SNCA-luc viability, GF-AFC fluorescence, 24 h | Potency, µM (series often up to 57.1 µM), inactives show at the highest dose activity change, negative = cytotoxicity, usual class: cytotoxic | hit rate 0.12% among 150,000 | AID 1671193;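 note: potency is the fitted concentration of half-maximal effect; 0% = DMSO-treated cells and -100% = medium-only wells without cells; nearly all actives have a fitted effect of over 30% in size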
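HEK-293-SNCA-luc cells (1500/well) plated 24 h, then exposed 24 h to a dilution series; GF-AFC added 30 min at 37C, fluorescence 405/540 nm; normalised to medium-only and DMSO wells, Hill fit.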
HEK cytotox = kills HEK 293 cells. hit rate 6.6% among 94,000. Potency, µM (highest dose often 115 µM), without a hit: top-dose activity change, negative = cytotoxicity, usual class: inhibitors. HEK 293 viability, ATP luminescence (CellTiter-Glo), 48-72 h; note: potency is the fitted concentration of half-maximal effect; nearly all actives have a fitted effect of over 60% in size
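Cytotoxicity was scored by loss of ATP-coupled luminescence (CellTiter-Glo) in HEK 293 cells. Compound treatment ran 48 or 72 hr at 37 degree Celsius, 5% CO2, 95% humidity.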
FLuc inh = inhibitors of firefly (Photinus pyralis) luciferase; P08659; purified P. pyralis luciferase, luminescence, biochemical; Potency, µM (top dose mostly 115 µM), inactives show at the highest dose activity change, negative = inhibition, usual class: inhibitors; hit rate 2.5% among 76,000; AID 1347043; note: potency is the fitted concentration of half-maximal effect; nearly all actives have a fitted effect of over 65% in size
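Purified 10nM P. pyralis luciferase with 10uM D-luciferin and 10uM ATP in 50mM Tris acetate pH 7.5, 10mM Mg acetate, 0.01% Tween-20, 0.05% BSA. qHTS titration; luminescence read by CCD imager.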
SNCA expr inh = inhibitors of alpha-synuclein (SNCA) gene expression. HEK-293 SNCA-luciferase knock-in, luminescence, 24 h. Potency, µM (top dose mostly 57.2 µM), inactives show at the highest dose activity change, negative = inhibition, usual class: inhibitors. hit rate 0.17% among 140,000. AID 1671194;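 note: potency is the fitted concentration of half-maximal effect; plate controls were DMSO cells for no effect and cell-free wells for full effect; nearly all actives have a fitted effect of over 45% in size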
Numbers without * were called inactive; i = inactive; ? = inconclusive; nt = not tested or not shown; & = joins results of further samples; [ ] = remark or other dose. Unless noted, calls come from the whole dose curve; as a rule, active = well fitted curve in the direction sought with a large enough effect; inconclusive = small, poorly fitted or top-dose-only effect, or another doubt; inactive = no such curve, though single readings can be large; an effect the other way counts as inactive or inconclusive. Unless noted, % is set by controls: 0 for no effect and ±100 for the full control effect. An excerpt. The share of hits here may be higher or lower than overall.

SMILES	3T3 cytotox	GPT2 inhibitor	IP6K1 inh	HEK293 viab	HEK cytotox	FLuc inh	SNCA expr inh
O=C(COc1ccccc1)NCCC1CCN(C(=O)Nc2ccccc2)CC1	-6%	i	11	-9%	7%	-11%	-24%
Cc1nc2nc(SCC(=O)Nc3ccccc3Cl)nn2c(C)c1Cc1ccccc1	nt	nt	1	4%	nt	nt	-4%
Cc1ccccc1-c1ncc2c(n1)OCCN(c1ccccc1)C2=O	-34%[138 µM]	-4%[88.5 µM]	-18	-3%[87.6 µM]	?	20µM*	10%[87.6 µM]
NC(=O)c1cccc(N)c1	nt	-3%	nt	11%&-7%	nt	nt	-1%&-7%
Cc1ccc(C(=O)NCC(c2cccnc2)N2CCc3ccccc3C2)cc1C (stereo not given)	nt	nt	-5	-10%	nt	nt	?
Cc1ccc(C)c(N2CCN(C(=O)CCS(=O)(=O)c3ccc4c(c3)oc(=O)n4C)CC2)c1	nt	nt	-2	-4%	nt	nt	-14%
CCCc1cc(C(=O)N2CCC(n3nccc3NC(=O)c3ccccc3C)CC2)n(C)n1	-23%	0%	20	4%	?	-11%	2%
COc1cccc([C@H]2CN(C(=O)CCn3ccc(=O)[nH]c3=O)C[C@@H]2N)c1	i	i	2	5%	-7%	4%	-22%
O=C(OCc1ccccc1)N1CCOCC12CCN(Cc1ccc(F)cc1)CC2	?	i	-9	?	71µM*	-12%[172 µM]	-29%[87.6 µM]
Cc1nn(-c2ccccc2)c2c1C(C1CC1)N(C1CN(C(=O)NC3CCCC3)C1)C2=O (stereo not given)	-6%	nt	17	nt	-2%	nt	nt
COc1ccc(NC(=O)CSc2nc(-c3ccco3)cc(C(F)(F)F)n2)cc1OC	nt	nt	-9	-2%	nt	nt	0%
CCc1ccc(N2CC(c3nc4ccccc4n3Cc3ccccc3C)CC2=O)cc1 (stereo not given)	nt	nt	34	?	nt	nt	?
CN(C)CCCOCC1(C)COc2ccc(C(=O)N3CCOCC3)cc2N1 (stereo not given)	?	-20%[88.5 µM]	-3	6%[87.6 µM]	4%[172 µM]	-1%[172 µM]	-3%[87.6 µM]
COc1ccc(C2c3c(-c4ccccc4O)n[nH]c3C(=O)N2Cc2ccco2)cc1 (stereo not given)	nt	nt	20	-20%	nt	nt	-18%
COc1ccc(CNC(=O)c2cc3n(n2)CC(c2ccc(Cl)cc2)OC3)c(OC)c1 (stereo not given)	?	0%	14	-7%	?	-9%	-22%
O=C(CCC1CCCC1)N1CCc2nn(Cc3ccccc3)c(=O)n2CC1	?	-22%	-7	-3%	?	nt	22%
O=C(CN1CCN(c2ncncc2-c2nc(-c3ccccc3)no2)CC1)N1CCCCC1	?	i	-8	-2%	?	-25%	12%
CC(C)N(C)C(=O)c1cc(-c2cnc(C(C)(C)C)nc2)nc2cc(F)ccc12	-7%	0%	4	-6%	-18%	0%	-28%
COC(=O)c1ccc(C(=O)OC)c(NC(=O)c2cc3nc(-c4ccc(C)cc4)cc(C(F)(F)F)n3n2)c1	nt	nt	2	5%	nt	nt	42%[activator]
COc1ccc(-c2noc(-c3ccc(NC4CCCC4)c([N+](=O)[O-])c3)n2)cc1	nt	nt	13	3%	nt	nt	48%[activator]
COC[C@@H]1CN(C(=O)CCn2cccn2)C[C@H]1c1ccncc1	-32%	4%	-12	-1%	-25%	-11%	25%
CCn1nccc1C(=O)N1CCCCCC1c1nc(C2CC2)no1 (stereo not given)	-21%	-9%	18	-6%	-16%	-2%	-20%
CCc1nnc(NC(=O)CSc2nccn2Cc2ccc(F)cc2)s1	nt	nt	11	15%	nt	nt	41%[activator]
COc1cccc(Nc2ccc3nnc(-c4cc(OC)ccn4)n3n2)c1	?	-21%[88.5 µM]	-23	-24%[87.6 µM]	?	?	23%[87.6 µM]
O=C(CNC(=O)c1cccc(-c2ccsc2)c1)NCc1ccccc1F	-10%	-7%	-1	11%[12.5 µM]	i	nt	9%
O=C(c1nc2sccn2c1-c1cccnc1)N1CCCCC1	-3%[138 µM]	i	2	-21%[87.6 µM]	i	nt	-15%[87.6 µM]
CCc1nnc([C@@H]2CC(F)(F)CN2C(=O)c2noc(C)c2COC)o1	i	-23%	0	0%	i	2%	-2%
COCCC(=O)N1CCC(Oc2nccnc2N2CCc3ccccc32)C1 (stereo not given)	2%	i	44	-12%	?	?	192%[activator]
COc1ccccc1Nc1ncc2c(n1)CN(C(=O)c1ccccc1)CCN2	?	i	-10	1%[87.6 µM]	?	-12%[172 µM]	?
CN(Cc1ccc(-c2ccccc2)cc1)C(=O)c1ccccc1Cl	?	i	-8	-8%	?	-22%	7%
Cc1cc(=O)[nH]c(=S)[nH]1	nt	-9%	36	4%[23.9 µM]	nt	nt	32%[25.6 µM]
Cn1nc2n(c1=O)CCN(C(=O)c1ccc(OC(F)(F)F)cc1)CC2	-4%	3%	-11	1%	i	3%	5%
O=C(N1CCOCC1)C1(c2ccc(Cl)cc2)CCOCC1	-10%	i	-1	1%	-3%	nt	4%
O=C(c1cccc(Cl)c1)N1CCC(n2cc(-c3nc(-c4ccccc4)no3)nn2)CC1	?	2%	-1	-1%	?	15%	26%
COc1ccc(CNC(=O)CC[C@H]2CNC(=O)[C@@H]3[C@@H](CCN3Cc3ccc(C(=O)O)cc3)N2C)cc1	-8%	1%	-2	1%	-4%	-6%	-14%
Cc1nc(-c2c3n(c(=O)n(CC(=O)Nc4ccc(C)c(Cl)c4)c2=O)CCCCC3)no1	1%	i	12	-15%	-11%	-5%	-7%
COc1cccc([S+](=O)([O-])N2CCc3nc(C4CC4)nc(-c4ccc(Cl)cc4)c3CC2)c1	-20%	i	-5	6%	-21%	-3%	-10%
Cc1ccccc1N1Cc2c(NCCCc3ccccc3)ncnc2N(C)CC1=O	45µM*	?	-2	6%	?	0%	9%
Cc1ccc(C(=O)N[C@H]2CO[C@H]3[C@@H]2OC[C@@H]3n2cc(CC3CCCCC3)nn2)cc1	35µM*	1%[88.5 µM]	-1	-25%[87.6 µM]	?	11%[172 µM]	-9%[87.6 µM]
O=C(NCc1ccccn1)c1ccc(-c2ccc(N3CCCCC3)nc2)cc1	?	0%	-6	-5%	22µM*	?	55%[activator]

Copied from the list:
COc1ccc(CNC(=O)CC[C@H]2CNC(=O)[C@@H]3[C@@H](CCN3Cc3ccc(C(=O)O)cc3)N2C)cc1 | HEK cytotox: -4%
CCc1nnc([C@@H]2CC(F)(F)CN2C(=O)c2noc(C)c2COC)o1 | FLuc inh: 2%

Continued.
SMILES	3T3 cytotox	GPT2 inhibitor	IP6K1 inh	HEK293 viab	HEK cytotox	FLuc inh	SNCA expr inh
COc1ccc(CN2CCn3c(nnc3C3CCCNC3)C2)cc1 (stereo not given)	-22%[138 µM]	i	14	-7%[87.6 µM]	-29%[172 µM]	-3%[172 µM]	-22%[87.6 µM]
CN(Cc1cccs1)Cc1cccn1C	-27%[279 µM]	i	14	7%[183 µM]	?	-2%[299 µM]	20%[183 µM]
Cc1noc(C)c1CC(=O)NCC1Cn2cccc2C(=O)N1C (stereo not given)	-6%	4%	12	4%	-2%	0%	26%
CCOc1ccc(CCNC(=O)CSc2n[nH]c(-c3ccccc3)n2)cc1OCC	nt	nt	-5	-6%	nt	nt	-6%
CCOC(=O)c1ccc(CN(Cc2ccccc2C)S(=O)(=O)c2ccc(F)c(C(=O)Nc3cccc(OC)c3)c2)cc1	nt	nt	12	4%	nt	nt	-1%
CNC(=O)c1[nH]nc2c1C(c1c(C)nc3ccc(Cl)cn13)CC(=O)N2 (stereo not given)	-9%	3%[11.5 µM]	-4	7%	1%	3%	?
Cn1c2ccc(F)cc2c2nnc(SCCN3CCCCC3)nc21	nt	nt	25	-26%	nt	nt	42%[activator]
CC[C@@](C)(Nc1ccnc(-c2c[nH]c3ncccc23)n1)C(=O)NCC(F)(F)F	nt	i	-7	4%	nt	nt	nt
COc1ccc(C(=O)N2CCC(n3cc(-c4nc(C(C)C)no4)nn3)CC2)c(OC)c1	-17%	i	18	4%	?	6%	?
CCC(=O)N1CCc2c(sc3ncnc(N4CCN(C)CC4)c23)C1	-5%	i	-3	-5%	-4%	9%	8%
COc1ccc(-c2ccnc(N[C@H]3CO[C@H]4[C@@H]3OC[C@H]4OC(=O)Nc3cccc(C(F)(F)F)c3)n2)cc1	?	i	-14	-8%	?	-15%	-20%
O=C1CCN(CC(O)COc2ccccc2)c2ccc(F)cc2CN1Cc1ccccc1 (stereo not given)	?	nt	-6	nt	?	nt	nt
COc1ccc(C(=O)N2CCCC(C(=O)N3CCCC3c3nc4ccncc4[nH]3)C2)cc1 (stereo not given)	-7%	i	-10	1%	i	nt	18%
CCc1ccc2oc(C(=O)Nc3c(C)n(C)n(-c4ccccc4)c3=O)cc(=O)c2c1	nt	nt	-1	-14%	nt	nt	11%
CCCCn1c(=O)c(C(=O)N2CCOCC2)nc2cccnc21	-9%[138 µM]	i	20	1%[87.6 µM]	3%[172 µM]	nt	8%[87.6 µM]
CC(Cc1ccccc1)(NC(=O)CN)c1ccccc1 (stereo not given)	nt	-3%	5	2%[23.9 µM]	nt	nt	-38%[25.6 µM]
CC(=O)N1CCC2(CC1)CC(c1cccc(C(F)(F)F)c1)=NO2	-10%[138 µM]	nt	4	nt	-6%[172 µM]	nt	nt
CCC(C)N1Cc2cc(NC(=O)Cc3cccc(OC)c3)ccc2OCC1=O (stereo not given)	?	i	2	-8%	?	-9%	-1%
O=C(C1CCCN1C(=O)Nc1ccccc1)N1CCC(c2ccccc2)CC1 (stereo not given)	-25%	i	-6	-6%	-19%	nt	15%
C=CCn1ncc(CN2CCC(c3nnc(Cn4ccnc4C)n3C)CC2)c1C	-13%	2%	9	-5%	-4%	-4%	14%

Pulled by compound from the list above:
SMILES	3T3 cytotox	GPT2 inhibitor	IP6K1 inh	HEK293 viab	HEK cytotox	FLuc inh	SNCA expr inh
COc1ccc(C(=O)N2CCC(n3cc(-c4nc(C(C)C)no4)nn3)CC2)c(OC)c1	-17%	i	18	4%	?	6%	?
CN(Cc1cccs1)Cc1cccn1C	-27%[279 µM]	i	14	7%[183 µM]	?	-2%[299 µM]	20%[183 µM]
CCC(=O)N1CCc2c(sc3ncnc(N4CCN(C)CC4)c23)C1	-5%	i	-3	-5%	-4%	9%	8%
COc1ccc(C(=O)N2CCCC(C(=O)N3CCCC3c3nc4ccncc4[nH]3)C2)cc1 (stereo not given)	-7%	i	-10	1%	i	nt	18%
CCC(C)N1Cc2cc(NC(=O)Cc3cccc(OC)c3)ccc2OCC1=O (stereo not given)	?	i	2	-8%	?	-9%	-1%
